TAG inh – inhibitors of triacylglycerol accumulation. H9c2 cells, Nile Red lipid (TAG) fluorescence; cells loaded with 200 µM oleic acid. inhibition, % at 12.5 µM. hit rate 0.66% among 230,000. AID 651582;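 active means pattern-corrected inhibition of lipid staining of at least 50% with the nuclear-stain viability signal not falling by more than 50%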;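 further: 0% = DMSO wells and 100% = triacsin C control wells; some results filed as inactive read as strong as hits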
TAG inh DAPI viability – recorded beside TAG inh, whose call it bears; DAPI nuclei signal change (viability), lower = more cytotoxic, %;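 whole-well DAPI fluorescence read on a plate reader as a viability signal; minus 50 percent equals half of cells still viable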
An asterisk follows results filed as active. The list is partial; the hit share may differ from the screen's.

Every second line gives: TAG inh | TAG inh DAPI viability
> O=C(COc1ncnc2sccc12)Nc1cccc(S(=O)(=O)N2CCCC2)c1
  -3 | 13
> Cc1ccc(NC(=O)CCC(=O)OCC(=O)c2ccc(Oc3ccc([N+](=O)[O-])cc3)cc2)cc1C
  -3 | 11
> COc1ccccc1N(C)S(=O)(=O)c1ccc(C(=O)OCC(=O)N(C)c2ccccc2)cc1
  -7 | -3
> COC(=O)c1ccccc1NC(=O)c1ccc(COc2cc(C)cc(C)c2)o1
  -18 | 9
> CSCC[C@H](NC(=O)OC(C)(C)C)C(=O)N/N=C/c1cc2ccc(C)cc2nc1Cl
  -15 | 1
> COc1cc(C2C(C(=O)c3cc4ccccc4o3)=C(O)C(=O)N2CCN2CCOCC2)ccc1OCCC(C)C (stereo not given)
  15 | -1
> COc1ccc(S(=O)(=O)NC(C)C)cc1C(=O)N1CCOCC1
  0 | -13
> COC(=O)c1ccc(C(=O)Nc2ccc(F)cc2)cc1
  -25 | 1
> Cc1cccc(N2C(=O)CCC2=O)c1
  3 | 2
> CC(C)=CCN1CCN(Cc2coc3ccc(C)cc3c2=O)CC1CCO (stereo not given)
  -8 | 5
> CCOc1ccc(OCCCN(C)C)cc1
  -8 | 18
> O=C(NCc1cnn(-c2ccccc2)c1)C1CCC(=O)N(C2CC2)C1 (stereo not given)
  3 | 1
> CC(=O)c1ccc(NC(=O)CSC2=NS(=O)(=O)c3cc(Cl)ccc3N2)cc1
  4 | 0
> COc1ccc(O)c(/C=N/Nc2nc(C)cc(-c3ccccc3)n2)c1
  13 | -1
> CCC(=O)c1ccc(OCC(=O)NCC2COc3ccccc3O2)cc1 (stereo not given)
  -7 | 4
> CCNC(=S)Nn1cnc2ccccc21
  -1 | -1
> O=C(Cc1ccccc1)NNC1=NS(=O)(=O)c2ccccc21
  12 | -1
> COc1cccc(C(=O)NC2CCN(CC(=O)Nc3cccc(C)c3C)CC2)c1
  13 | -15
> COc1cccc2cc(C(=O)NCc3ccccc3)c(=N)oc12
  0 | 5
> COc1cccc(NC(=O)c2cc(Cl)nnc2Cl)c1
  20 | -4
> CC(=O)c1cc(CC(=O)N2CCc3c([nH]c4ccccc34)C2c2ccccn2)cs1 (stereo not given)
  9 | -3
> NNC(=O)c1ccc(COc2ccc([N+](=O)[O-])cc2)o1
  -17 | 9
> Nc1ccc(N2CCN(C(=O)c3cccs3)CC2)cc1
  5 | -11
> CCCCOc1ccc(CSC(CC(=O)O)C(=O)O)cc1 (stereo not given)
  -5 | -5
> CCN(CC)CCN(C(=O)c1cccc([N+](=O)[O-])c1)c1nc2ccc(OC)cc2s1
  9 | -1
> CN(Cc1ccon1)C(=O)C1CCC(=O)N(Cc2ccc(Cl)cc2)C1 (stereo not given)
  3 | -1
> Cc1c(NC(=O)COc2ccccc2Cl)c(=O)n(-c2ccccc2)n1C
  -21 | 4
> CCc1nnc(NC(=O)CN2CCN(c3ccccc3F)CC2)s1
  -1 | 1
> Cc1nnc(NC(=O)c2ccccc2Br)s1
  15 | -5
> CC1(C)CC(=O)C=C(C#CC2(O)CCCCC2)C1
  56* | -35*
> COC(=O)c1cc(NC(=O)c2cc(-c3ccc(OC)cc3)oc2C(F)(F)F)ccc1N1CCOCC1
  9 | 1
> COC(=O)[C@]1(Cc2ccccc2)N[C@H](c2ccc(-c3ccc(OC)cc3)cc2)[C@@H]2C(=O)N(C)C(=O)[C@@H]21
  10 | -5
> O=C(NCc1ccccn1)C1CCN(S(=O)(=O)c2ccccc2C(F)(F)F)CC1
  15 | 0
> CCOC(=O)c1sc(=S)n(-c2ccccc2OC)c1N
  -5 | -2
> COc1cc(N(C)C)c([N+](=O)[O-])cc1C(=O)N1CCN(Cc2ccccc2)CC1
  -11 | 6
> COc1cc(C=O)c(Br)cc1OC1CCCC1
  -3 | 0
> O=C(c1cnc2sccn2c1=O)N1CCN(c2ccccc2Cl)CC1
  6 | 4
> O=C1C=C(NCCOC23CC4CC(CC(C4)C2)C3)C2(CCCCC2)O1
  -22 | 1
> Cc1cc(C)c2cc(C#N)c(SCC(=O)NCC3CCCO3)nc2c1 (stereo not given)
  13 | 5
> NC(=O)CSc1nnc(Cc2csc(Nc3ccc(F)cc3)n2)n1Cc1ccccc1
  2 | 17
> O=C(Nc1ccc(Cl)cc1)Nc1cc([N+](=O)[O-])ccc1F
  0 | 13
> Nc1ncnc2c1ncn2[C@@H]1O[C@H](CNC(=O)[C@@H]2CCN2)[C@@H](O)[C@H]1O
  -13 | 9
> COc1ccc(CN(C)C(=O)Cc2ccc(OC)c(S(=O)(=O)N3CCOCC3)c2)cc1
  -12 | 8
> CN(C)c1cc2c(cc1NC(=O)c1ccccc1Cl)n(C)c(=O)n2C
  -15 | 2
> CC(NC(=O)c1cccnc1)C(c1cccs1)N1CCN(C)CC1 (stereo not given)
  6 | -5

Next part; the last 7 above are carried over.
Every second line gives: TAG inh | TAG inh DAPI viability
> Cc1cc(C)c2cc(C#N)c(SCC(=O)NCC3CCCO3)nc2c1 (stereo not given)
  13 | 5
> NC(=O)CSc1nnc(Cc2csc(Nc3ccc(F)cc3)n2)n1Cc1ccccc1
  2 | 17
> O=C(Nc1ccc(Cl)cc1)Nc1cc([N+](=O)[O-])ccc1F
  0 | 13
> Nc1ncnc2c1ncn2[C@@H]1O[C@H](CNC(=O)[C@@H]2CCN2)[C@@H](O)[C@H]1O
  -13 | 9
> COc1ccc(CN(C)C(=O)Cc2ccc(OC)c(S(=O)(=O)N3CCOCC3)c2)cc1
  -12 | 8
> CN(C)c1cc2c(cc1NC(=O)c1ccccc1Cl)n(C)c(=O)n2C
  -15 | 2
> CC(NC(=O)c1cccnc1)C(c1cccs1)N1CCN(C)CC1 (stereo not given)
  6 | -5
> COc1cc(/C=N\NC(=O)c2sc(N)nc2C)cc(OC)c1OC
  -11 | 12
> Cc1ccc(-c2nc(CS(=O)(=O)CC(=O)N3CC(C)CC(C)C3)c(C)o2)cc1 (stereo not given)
  -6 | 3
> CC(=O)N1CCCc2cc(S(=O)(=O)N3CCc4ccccc4C3)ccc21
  -39 | 8
> CS(=O)(=O)N1CCN(c2ccccc2F)CC1
  1 | 1
> N#C/C(=C\c1ccccn1)c1nc2ccccc2s1
  -2 | 8
> CN(CC(=O)Nc1ccc(F)cc1)C(=O)COC(=O)c1cc([N+](=O)[O-])ccc1N1CCOCC1
  13 | -7
> Cc1cc(C)c2c(=O)c3c(oc2c1)C(=O)N(CCO)C3c1cccc(O)c1 (stereo not given)
  28 | -11
> CCCS(=O)(=O)N1CCN=C1SCc1ccc(C)cc1
  15 | 0
> CC1(C(=O)OCC(=O)Nc2ccccc2Cl)CC1(Cl)Cl (stereo not given)
  -1 | -2
> COCCOC(=O)c1[nH]c2c(c1C)C(=O)CC(c1cc(OC)ccc1OC)C2 (stereo not given)
  47 | -38
> CC(OC(=O)c1cccs1)C(=O)NCc1ccco1 (stereo not given)
  -4 | 8
> O=C1CCC(=O)N1c1nc2nc(-c3ccccc3)cc(=O)n2[nH]1
  -4 | 9
> Nc1ccc(C(=O)C(=O)c2ccccc2)cc1
  -15 | 1
> CCN(Cc1ccc2c(c1)OCO2)C(=O)CSc1nc(C)nc2sc(C)c(C)c12
  -31 | -2
> CCN(CC)C(=O)CSC(Nc1ccc(F)cc1)=C(C#N)C#N
  -1 | 8

2 of the compounds above, with each value named.
> CCN(Cc1ccc2c(c1)OCO2)C(=O)CSc1nc(C)nc2sc(C)c(C)c12
  TAG inh: -31	TAG inh DAPI viability: -2
> CCN(CC)C(=O)CSC(Nc1ccc(F)cc1)=C(C#N)C#N
  TAG inh: -1	TAG inh DAPI viability: 8

Continuation:
Every second line gives: TAG inh | TAG inh DAPI viability
> CC1=NN(c2ccccc2)C(=O)/C1=C\c1cc(C)n(C)c1C
  -6 | 6
> COC(=O)CN1C2(C#N)CCCCC2CC2CCCCC21C#N (stereo not given)
  -13 | 2
> CC1CCCN(C(=O)c2cn(-c3ccccc3)nc2-c2cccnc2)C1 (stereo not given)
  -6 | 2
> N#C/C(=C\c1ccc(-c2ccc(C(=O)O)cc2)o1)C(=O)Nc1ccc(F)cc1
  0 | 2
> N#Cc1cccc(-c2nnc(SCc3ccccc3C#N)o2)c1
  11 | 8
> Cn1c(=O)c(C(=O)CSc2nnc(Nc3ccccc3)s2)c(N)n(Cc2ccccc2)c1=O
  19 | 13
> O=C(COC(=O)c1cc(=O)[nH]c2ccccc12)c1ccccc1
  -15 | -10
> COc1ccc(NC(=O)COC(=O)c2ccc(-n3nc(C)cc3C)cc2)cc1OC
  0 | 1
> Cc1nnc(NC(=O)CSc2cn(Cc3ccccc3)c3ccccc23)s1
  -4 | 8
> O=C(COc1ncnc2ccccc12)Nc1cc(S(=O)(=O)N2CCOCC2)ccc1Cl
  2 | -1
> CCCCC(=O)N(C)c1c(C)nc2ccc(C(=O)N3CCN(C(=O)c4ccco4)CC3)cn12
  7 | 0
> Cc1cc(/C(N)=N/OC(=O)Nc2ccc(Cl)cc2)no1
  -10 | 13
> Nc1ccc(N2C(=O)c3ccccc3C2=O)c(Cl)c1
  -4 | -8
> Cc1ccc(S(=O)(=O)N2CCOCC2)cc1NC(=O)COC(=O)CCn1c(C)csc1=O
  3 | 1
> CCc1ccc(/C=C2\SC(=S)N(CCC(=O)NCCCN3CCOCC3)C2=O)cc1
  11 | 6
> COc1ccc(C)cc1Nc1ccc(C(=O)O)cc1[N+](=O)[O-]
  -5 | -2
> O=C(O)C(=O)Nc1ncn[nH]1
  2 | -9
> Cc1ccc(S(=O)(=O)n2nc(OC(=O)c3c(-c4ccccc4Cl)noc3C)cc2N)cc1
  -28 | -5
> CC1=NN(C(=O)c2ccc(Cl)cc2)C(O)(c2ccccc2)C1 (stereo not given)
  0 | -5
> C#CCOCCOCCOCCNc1nc(N2CCOCC2)nc(N2CCN(C(=O)[C@H](CCC(=O)O)n3cc(C(N)Cc4ccc(O)cc4)nn3)CC2)n1 (stereo not given in full)
  3 | -2
> O=C(NCc1ccc2c(c1)OCO2)c1cccc2c1C(=O)N(C1CCCCC1)C2
  0 | -10
> O=C(c1ccc(-c2ccccc2)cc1)N1CCN(C(=O)c2ccco2)CC1
  -6 | 0
> c1ccc(CSCc2cn3ccsc3n2)cc1
  -6 | -2
> S=C(Nc1ccccc1)N1CCN(c2ccc(N3CCOCC3)nn2)CC1
  10 | -10
> COc1ccc(NC(=O)CS(=O)CC(=O)Nc2cc(Cl)ccc2OC)cc1 (stereo not given)
  38 | -10
> CCCCNS(=O)(=O)c1cccc(NC(=O)[C@H]2C[C@H](O)[C@@H](CO)O2)c1
  -5 | 1
> CCCCN=Cc1sc2ccc(OCC)cc2c1O
  -3 | -4
> O=C(Cc1cccc(NC(=O)C2CCCN(C(=O)C3CC3)C2)c1)Nc1cccc(C(=O)N2CCOCC2)c1 (stereo not given)
  -7 | -8
> Cc1ccc(S(=O)(=O)N2[C@@H](c3ccc(Br)cc3)C(C(=O)O)=CC[C@H]2c2ccc(Cl)c(Cl)c2)cc1
  8 | 1
> O=C(CSC(=S)N1CCOCC1)Nc1nccs1
  5 | 3
> Cc1cc(/C=C2\SC(=S)NC2=O)c(C)[nH]1
  6 | 6
> Cc1ccccc1OCC(=O)N(CC(C)C)c1c(N)n(CC(C)C)c(=O)[nH]c1=O
  -6 | 4
> COc1cc([N+](=O)[O-])ccc1NC(=O)NNC(=O)c1sccc1C
  12 | -6
> COc1ccccc1CNC(=O)CN(c1ccc(C)cc1)S(=O)(=O)c1c(C)n[nH]c1C
  14 | -3
> Cc1ccc(NNC(=O)c2ccno2)cc1C
  -6 | 0
> Cc1c(N/C=C(\Cl)C(=O)C(F)(F)F)c(=O)n(-c2ccccc2)n1C
  -2 | -1
> Cc1ccc(S(=O)(=O)N2CCN(C(=O)CN3CCCSc4ccccc43)CC2)cc1
  -11 | -7
> O=C(NN=Cc1ccc(O)cc1O)c1ccccc1NS(=O)(=O)c1cccs1
  2 | -22
> CN(c1cccc(NC(=O)CN(c2ccc(Cl)c(Cl)c2)S(=O)(=O)c2ccccc2)c1)S(C)(=O)=O
  -22 | -10
> OC(COC1CCCCC1)CN1CCN(c2ccccc2)CC1 (stereo not given)
  -4 | -2
> COC(=O)C[C@H]1c2cc(F)ccc2S(=O)(=O)N1Cc1ccccc1
  0 | -6
> O=C(Cn1cnc2c(cnn2-c2ccc(Cl)cc2)c1=O)NC1CCCCC1
  -5 | 1
> COc1cccc(N/C(=N/C(=S)Nc2ccc(C)cc2C)Nc2nc(C)cc(C)n2)c1
  -2 | -14
> CCN(CC)c1ccc(/C=N/NC(=O)C(O)c2ccccc2)cc1 (stereo not given)
  12 | 0
> CCOc1ccc(-n2c(SCC(=O)Nc3ccc4c(c3)OCO4)nc3ccccc3c2=O)cc1
  6 | 6
> COc1ccc(Cc2n[nH]c(=S)n2Cc2ccccc2)cc1Cl
  0 | 1
> CCOC(=O)CSc1nc(C(C)(C)C)nc2ccccc12
  -14 | 11
> CCCCNC(=S)NC(=O)c1ccc(Cl)cc1Cl
  -16 | 3
> CCNS(=O)(=O)c1c(C)cc(N2CCCC2=O)cc1C
  23 | 5
> Cc1cc(C)n2ncc(C(=O)NCc3ccccc3)c2n1
  -5 | 14
> O=C(COC(=O)COc1ccc(Br)cc1)Nc1cccnc1Cl
  13 | -1
> COc1ccc(C2=NOC(Cn3nc(C(=O)NCc4cccs4)cc3-c3ccccc3)C2)cc1 (stereo not given)
  -13 | 3
> COc1cc(-c2nc(S(=O)(=O)c3ccc(C)cc3)c(N3CCOCC3)o2)cc(OC)c1OC
  10 | -1

Complete entries from above. Values in the order: TAG inh, TAG inh DAPI viability
COc1cc(-c2nc(S(=O)(=O)c3ccc(C)cc3)c(N3CCOCC3)o2)cc(OC)c1OC across the screens: 10, -1
CCNS(=O)(=O)c1c(C)cc(N2CCCC2=O)cc1C across the screens: 23, 5
COc1ccc(Cc2n[nH]c(=S)n2Cc2ccccc2)cc1Cl across the screens: 0, 1

Source: PubChem (Sanford-Burnham Center for Chemical Genomics)
